Source: PubChem
Casp7 inh – qHTS Assay for Allosteric/Competitive Inhibitors of Caspase-7. P55210. recombinant caspase-7, Ac-DEVD-AFC fluorescence rate. Potency, µM (doses to about 57.5 µM), for the others: at the highest dose activity change, negative = inhibition, hits mostly inhibitors. 75,000 tested, 0.02% active. AID 889, 2007; active means well fitted inhibition curve with a large enough effect in the main read-out, with a control signal flat, not every such curve was filed as active; inconclusive means small, poorly fitted or top-dose-only effect, or a change in a side signal; further: potency means the concentration at half of the fitted maximal effect; % of control where 0% means no effect
Rhodamine fluor – qHTS Assay for Spectroscopic Profiling in Rhodamine Spectral Region; Rhodamine-region fluorescence, 547/598 nm, Tris buffer; active compounds read high; max dye-equivalent concentration, M; 59,000 tested, 0.05% active; AID 594, 2007; in the data active means max dye-equivalent concentration above about 11 nM; inconclusive means between about 1.1 nM and that limit
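qHTS spectral profiling of compounds without any target or enzyme present, in pH 8.0 Tris buffer; plates were read after a 15-minute room-temperature incubation using the rhodamine-region filter set.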
BRCT PPI red – qHTS Assay for Inhibitors of BRCT-Phosphoprotein Interaction (Red Fluorophore) | BRCT-phosphopeptide binding, red fluorescence polarization | Potency, µM (series often up to 76.9 µM), for the others: at the top dose activity change, negative = inhibition, usual class: inhibitors | 75,000 tested, 0.03% active | AID 892, 2007; further: on the % scale 0 is the no-effect control and ±100 the full control effect
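Fluorescence polarization: 100 nM His-tagged BRCA1 BRCT with 100 nM TAMRA-labelled phospho-BACH1 decapeptide, phosphate buffer pH 7.3 with 150 mM NaCl, DTT, 0.01% Tween 20; 12 min RT. Binding inhibition seen as FP decrease.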
HADH2 inhib – qHTS Assay for Inhibitors of HADH2 (Hydroxyacyl-Coenzyme A Dehydrogenase, Type II). 3-hydroxyacyl-CoA dehydrogenase type-2 (Homo sapiens), Q99714. recombinant HADH2, NADH fluorescence, beta-hydroxybutyryl-CoA. Potency, µM (highest dose often 57.1 µM), inactives show at the top dose activity change, negative = inhibition, usual class: inhibitors. 73,000 tested, 3.4% active; further: potency means the concentration at half of the fitted maximal effect; on the % scale 0 is the no-effect control and ±100 the full control effect; nearly all actives have a fitted effect of over 60% in size; many of its hits are not listed in these tables
Target sequence (Q99714 whole entry, looked up, one chain of several): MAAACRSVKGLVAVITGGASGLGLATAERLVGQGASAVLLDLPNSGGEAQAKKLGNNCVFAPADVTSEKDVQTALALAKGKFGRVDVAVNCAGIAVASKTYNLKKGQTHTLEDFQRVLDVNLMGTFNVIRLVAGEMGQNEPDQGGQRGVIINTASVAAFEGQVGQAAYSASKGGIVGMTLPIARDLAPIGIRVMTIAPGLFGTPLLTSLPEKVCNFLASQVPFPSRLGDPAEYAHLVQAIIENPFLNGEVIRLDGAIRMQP
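Activity measured as NADH fluorescence gain (360/450 nm), taken as the change between first and last reads of a 4-min kinetic run. Conditions: pH 9.0 Tris buffer, 20 nM E. coli-expressed His-tagged enzyme, 1 mM NAD+, 90 uM beta-hydroxybutyryl-CoA; 15-min compound preincubation.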
BRCT inh green – qHTS Assay for Inhibitors of BRCT-Phosphoprotein Interaction (Green Fluorophore). BRCA1 BRCT-phosphopeptide binding, green fluorescence polarization. Potency, µM (highest dose often 76.9 µM), for inactives: top-dose activity change, negative = inhibition, most hits filed as inhibitors. 75,000 tested, 0.05% active. AID 875, 2007;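 further: potency means the concentration at half of the fitted maximal effect; plate controls were peptide without protein for full effect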
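Compounds were incubated for 12 min at room temperature with a complex of 100 nM fluorescein-tagged pBACH1 decapeptide and 250 nM His-tagged BRCT protein. Buffer was phosphate pH 7.3 with EDTA, DTT and Tween 20. Disruption of binding lowers the polarization signal.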
Caspase-1 inhib – qHTS Assay for Allosteric/Competitive Inhibitors of Caspase-1; Caspase-1 enzyme, Ac-WEHD-AFC fluorogenic rate; 75,000 tested, 0.03% active; P29466; Potency, µM (doses to about 57.5 µM), for the others: top-dose activity change, negative = inhibition, most hits filed as inhibitors;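 further: potency means the concentration at half of the fitted maximal effect; plate controls were vehicle for no effect and no substrate for full effect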
Tau filament bind – qHTS Assay for Tau Filament Binding; Potency, µM (titrated, usually from 57.1 µM), inactives show at the top dose activity change, negative = inhibition; 71,000 tested, 2% active; Microtubule-associated protein tau (Homo sapiens), P10636; recombinant tau filaments, thioflavin S fluorescence, 15 h; filaments grown with octadecylsulfate alongside compound;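 further: potency means the concentration at half of the fitted maximal effect; on the % scale 0 is the no-effect control and ±100 the full control effect; actives lower thioflavin S fluorescence by blocking filaments or displacing dye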
Target sequence (P10636 whole entry, looked up): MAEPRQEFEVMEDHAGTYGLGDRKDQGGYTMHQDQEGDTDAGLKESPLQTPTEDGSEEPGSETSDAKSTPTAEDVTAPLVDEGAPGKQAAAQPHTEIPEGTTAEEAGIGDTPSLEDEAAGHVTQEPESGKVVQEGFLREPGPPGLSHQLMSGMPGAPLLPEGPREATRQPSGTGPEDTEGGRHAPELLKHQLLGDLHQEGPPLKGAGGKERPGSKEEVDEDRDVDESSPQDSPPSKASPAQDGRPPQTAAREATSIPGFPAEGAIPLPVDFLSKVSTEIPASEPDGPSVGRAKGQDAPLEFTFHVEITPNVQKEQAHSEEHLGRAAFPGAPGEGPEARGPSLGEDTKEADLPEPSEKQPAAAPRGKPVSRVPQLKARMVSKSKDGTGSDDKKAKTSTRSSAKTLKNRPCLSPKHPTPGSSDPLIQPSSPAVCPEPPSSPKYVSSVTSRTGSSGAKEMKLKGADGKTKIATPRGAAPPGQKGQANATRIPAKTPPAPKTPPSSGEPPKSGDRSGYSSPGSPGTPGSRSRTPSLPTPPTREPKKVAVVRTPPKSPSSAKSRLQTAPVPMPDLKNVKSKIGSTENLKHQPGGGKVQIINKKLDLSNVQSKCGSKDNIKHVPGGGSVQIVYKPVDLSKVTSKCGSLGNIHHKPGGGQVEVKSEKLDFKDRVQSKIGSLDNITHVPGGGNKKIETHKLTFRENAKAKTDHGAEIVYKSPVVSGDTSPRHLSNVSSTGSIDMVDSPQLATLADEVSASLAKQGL
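Assay mix: 1 uM His-tagged tau, 30 uM sodium octadecylsulfate, thioflavine S dye in HEPES/NaCl/DTT buffer. Compound is added prior to the inducer. Fluorescence after 15 h at 37 C.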
HEK293 cAMP ctrl – qHTS Assay for Agonists of the Thyroid Stimulating Hormone Receptor: Activators of Intracellular cAMP Concentrations in Parental HEK 293; parental HEK293 CNG cAMP sensor, membrane potential fluorescence; Potency, µM (highest dose often 57.1 µM), for the others: at the top dose activation, most hits filed as activators; 73,000 tested, 2.5% active; AID 938, 2007; further: potency means the concentration at half of the fitted maximal effect; % of control where 0% means no effect; nearly all actives have a fitted effect of over 55% in size
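Counterscreen for endogenous-receptor signalling: CNG-channel HEK 293 cells report cAMP rise by membrane depolarization. After 60 min dye equilibration with 100 uM RO 20-1724, compounds incubated 30 min before bottom-read fluorescence at 590 nm.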
Pol III holo inh – qHTS Assay for Inhibitors of DNA Polymerase III Holoenzyme System. reconstituted DNA polymerase III holoenzyme replication, biochemical. Potency, µM (top dose mostly 57.1 µM), inactives show top-dose activity change, negative = inhibition. 71,000 tested, 0.25% active. AID 603, 2007; further: potency means the concentration at half of the fitted maximal effect; on the % scale 0 is the no-effect control and ±100 the full control effect
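Reconstituted *E. coli* holoenzyme (0.35 nM Pol III, 1 nM beta, 154 nM SSB, 2 nM primase) was preincubated with compound for 15 min at RT. Synthesis on 1.4 nM ssM13Gori ran 35 min, then was stopped with PicoGreen/EDTA and read as dsDNA fluorescence.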
USP2a inhib – qHTS Assay for Inhibitors of Ubiquitin-specific Protease USP2a | USP2a enzymatic assay, qHTS inhibition | 60,000 tested, 0.1% active | Potency, µM (titrated, usually from 38.3 µM), for inactives: at the highest dose activity change, negative = inhibition, most hits filed as inhibitors | Ubiquitin carboxyl-terminal hydrolase 2 (Homo sapiens), O75604;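 further: potency means the concentration at half of the fitted maximal effect; nearly all actives have a fitted effect of over 60% in size; plate controls were DMSO for no effect and NEM full inhibition control for full effect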
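Inhibition is measured in a cell-free coupled assay with 20 nM USP2 core, 20 nM Ub-PLA2 and 20 uM NBD C6-HPC, 2.5 h incubation. Activity normalized to NEM control.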
ALOX15 inhib – qHTS Assay for Inhibitors of 15-hLO (15-human lipoxygenase); 74,000 tested, 1.4% active; Potency, µM (titrated, usually from 57.1 µM), for inactives: at the highest dose activity change, negative = inhibition, usual class: inhibitors; purified 15hLO-1, xylenol orange hydroperoxide absorbance; AID 887, 2007; Polyunsaturated fatty acid lipoxygenase ALOX15 (Homo sapiens), P16050; further: potency means the concentration at half of the fitted maximal effect; on the % scale 0 is the no-effect control and ±100 the full control effect; nearly all actives have a fitted effect of over 55% in size
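Purified human 15hLO-1 (40 nM final) in 25 mM Hepes pH 7.5, 0.01% Triton X-100 was preincubated with compound 15 min at room temperature, then reacted 6 min with 50 uM arachidonic acid; hydroperoxide detected by Fe-XO, 573/405 nm absorbance ratio.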
Active calls of the source: *; i = inactive; ? = inconclusive; nt = no result given; & = joins results of further samples; [ ] = remark or other dose. Unless noted, the call rests on the fitted dose curve; in most records, active means well fitted curve in the direction sought with a large enough effect; inconclusive means small, poorly fitted or top-dose-only effect, or another doubt; inactive means no such curve, though single readings can be large; an effect the other way counts as inactive or inconclusive. This is a subset. The share of hits here may be higher or lower than overall.

Molecule | BRCT PPI red | USP2a inhib | HEK293 cAMP ctrl | Caspase-1 inhib | Casp7 inh | Tau filament bind | ALOX15 inhib | Rhodamine fluor | HADH2 inhib | BRCT inh green | Pol III holo inh
Cc1ccc(NC(=O)c2c(C)nc(Nc3nc4ccccc4o3)nc2C)cc1 | -1.6% | 31%[activator] | -11% | 0% | -2% | 25% | 4% | i | 11% | 1.1% | -12%
CCOC(=O)c1sc2nc(SCC(=O)NCc3ccco3)n(Cc3ccccc3)c(=O)c2c1C | 1.7% | -2% | 12% | -4% | -1% | 13% | 6% | i | -3% | -3.3% | -7%
CC(CNC(=O)c1ccc(Br)o1)NC(=O)c1ccc(Br)o1 (stereo not drawn) | -1.0% | 2% | 7% | -2% | 0% | 0% | -4% | nt | -1% | -0.6% | -4%
COc1ccccc1-c1ccc(NC2CCCCC2)nn1 | 0.9% | 10% | ? | 2% | 0% | -6% | -6% | i | 8% | 1.7% | -5%
CCCn1c(CNS(=O)(=O)c2ccc(C)cc2)nc2ccccc21 | -3.1% | nt | 17% | -4% | 0% | 12% | -1% | nt | 6% | 0.1% | -7%
O=c1[nH]ncc2c3ccccc3n(Cc3ccccc3)c12 | 0.3% | nt | 10% | -5% | -2% | nt | -17% | nt | -2% | 1.9% | nt
COc1ccc(Cn2c(-c3ccco3)nc3oc4cc(OC)ccc4c(=O)c3c2=O)cc1 | -2.0% | 31%[activator] | -2% | 0% | -9% | 10µM* | -1% | i | 16% | 14% | -9%
CCC(=O)NCCCCNC(=O)CC | -1.2% | -6% | 0% | 3% | 1% | -8% | 0% | i | -1% | 0.3% | -1%
O=C1CC(C(=O)N2CCOCC2)C2(CCCC2)O1 (stereo not drawn) | -1.1% | -7% | -26% | 0% | 2% | 10% | 8% | i | -1% | -4.1% | -6%
CCc1ccc(NC(=O)Nc2cccs2)cc1 | 0.2% | 41%[activator] | -4% | -5% | -11% | 25µM* | 25µM* | i | ? | -3.9% | -5%
COc1ccc(NC(=O)c2oc3ccccc3c2NC(=O)C(C)(C)C)cc1 | -0.2% | 13% | ? | -4% | -3% | 13µM* | -3% | i | -10% | 0.6% | -4%
CS(=O)(=O)N1CCC2(CC1)CN(C(=O)Nc1cccc(F)c1)C2 | 0.5% | -12% | -14% | 0% | -1% | 13µM* | -2% | i | -12% | -5.1% | -1%
C[C@@H]1OC(OC2CC[C@@]3(C)C(CC[C@@]4(C)C3CC=C3C5CC(C)(C)CC[C@]5(C(=O)OC5OCC(O)[C@@H](O)[C@@H]5OC5O[C@@H](C)[C@H](O[C@H]6OC(CO)C(O)C(O)C6O)C(O)C5O)C(O)C[C@@]34C)C2(C)C)C(O)C(O)[C@H]1OC1OCC(O)C(O)[C@H]1O (stereo partly drawn) | 1.0% | 64%[activator] | nt | -3% | 0% | nt | -10% | nt | nt | 3.1% | nt
O=C(Cn1ccc2ccccc2c1=O)N1CCN(Cc2ccc3c(c2)OCO3)CC1 | 0.0% | 3% | -9% | -1% | 1% | 5% | 1% | i | -1% | -0.7% | -5%
COc1cccc(-c2nccc(NCc3cnc(C)cn3)n2)c1 | -1.8% | -6% | 9% | -5% | 0% | 4% | -23% | i | -3% | 1.1% | -5%
Cc1occc1C(=O)Nc1nnc(-c2ccncc2)s1 | -0.4% | nt | -1%[11.4 µM] | 1% | -2% | nt | -11% | nt | -26% | -1.1% | nt
COC(=O)c1c(-c2cc(OC)c(OC)c(OC)c2)c2ccnc(OCc3ncccn3)c2c(=O)n1Cc1ccnc(C)c1 | 0.6%&-1.7% | 8% | 4%&-15% | 0%&0% | 2%&-1% | ? | -14%[25.6 µM] | i | 11%&-14% | 1.9%&0.9% | -2%&-3%
O=c1c2ccccc2sc2nc(C3CCCCC3)n(Cc3ccco3)c(=O)c12 | -0.8% | 37%[activator] | ? | -3% | -11% | 10µM* | -21% | i | ? | -3.1% | -4%
COc1cccc(C(c2sc3ncnn3c2O)N2CC(C)OC(C)C2)c1 (stereo not drawn) | -0.9% | nt | ? | 6% | -2% | -21% | -12% | nt | ? | -1.7% | -8%
COC(=O)[C@@]1(Cc2ccc(OC)cc2)[C@H]2c3cc(C(=O)N4CCCC4)n(CCO)c3C[C@H]2CN1C(=O)c1ccccc1 | -0.3% | nt | 16% | -1% | -1% | 4% | nt | nt | -8% | -1.2% | -3%
CN(C)c1cccc(C(=O)OCC(=O)NCC2CCCO2)c1 (stereo not drawn) | -0.3% | -9% | 2% | -2% | 0% | -1% | -54% | i | 3% | -3.1% | -3%
CCOC(=O)N1CCN(C(=O)c2ccc3nc(C)sc3c2)CC1 | -0.5% | -8% | 2% | 2% | 2% | 3% | -2% | i | 6% | 2.9% | -9%
O=C(NCCc1ccccc1)c1ccncc1 | 0.7% | 1% | 7% | -1% | 1% | -5% | 6% | nt | 3% | 0.8% | -4%
Cn1nnnc1SCC(=O)Nc1ccccc1Cc1ccccc1 | -0.9% | 2% | 1% | 1% | -2% | 6% | 5% | i | -1% | -0.5% | 0%
Cc1ccc(C(=O)Nc2ccc(S(=O)(=O)O)c3cc(S(=O)(=O)O)cc(S(=O)(=O)O)c23)cc1NC(=O)c1cccc(NC(=O)Nc2cccc(C(=O)Nc3cc(C(=O)Nc4ccc(S(=O)(=O)O)c5cc(S(=O)(=O)O)cc(S(=O)(=O)O)c45)ccc3C)c2)c1 | 51%&53%&48%[activator] | -22%&-7% | ? | ? | -9%&-2%&-2% | ? | 8% | i | ? | 2.0%&4.9%&4.8% | 32µM*
C=CCOC(=O)COc1ccc2c(C)c(C)c(=O)oc2c1C | 0.0% | 4% | ? | 1% | 0% | 83% | -4% | nt | 60%[activator] | -0.9% | 0%
CCCCNC(=O)CSc1nc2ccccc2c(=O)n1C1CCCC1 | -1.6% | 2% | ? | -1% | -1% | -1% | 1% | i | 4% | -0.7% | -3%
Cc1ccc(-n2c(SCC(=O)NCC3CCCO3)nc3c(c2=O)SCC3)cc1 (stereo not drawn) | 1.4% | 3% | 6% | 0% | 1% | -13% | 0% | i | -2% | 1.1% | -2%
COc1ccc2c(c1)CCc1c(C(=O)Nc3ccn(Cc4ccc(C)cc4)n3)noc1-2 | 0.8% | -5% | 12% | 0% | -6% | 27% | 6% | i | 55%[activator] | -0.5% | -10%
COc1ccc(C2CC(c3ccccc3)Nc3nc(NC(=O)c4ccco4)nn32)cc1 (stereo not drawn) | -0.3% | 45%[activator] | 27% | -3% | -2% | 6% | 21% | i | 7% | -4.6% | 5%
CC(C)(C)OC(=O)N1CC=C2C(C#N)=C(N)C(C#N)(C#N)C(c3cccs3)C2C1 (stereo not drawn) | -5.5% | 19% | 23% | ? | -27% | 55% | ? | i | 0% | -0.3% | 0%
O=C(c1ccccc1Cl)N1CCc2ccccc2C1 | -0.3% | 14% | 14% | 4% | 1% | -4% | 4% | i | 2% | -2.7% | -2%
Cc1onc(-c2ccccc2Cl)c1C(=O)NCCn1c(C)cc2ccccc21 | 0.5% | nt | 6% | 3% | -1% | 214% | 5% | nt | 6% | -0.2% | -7%
CN(C(=O)c1ccc(=O)[nH]c1)C1(C(=O)NC2CCCCC2)CCCCC1 | 0.4% | -3% | 11% | 1% | -1% | -10% | 0% | i | 4% | -0.3% | -2%
Cn1c(=O)oc2cc(S(=O)(=O)NCCc3ccccc3)ccc21 | -0.4% | 11% | 7% | -1% | 0% | -7% | -3% | i | 3% | -0.9% | -2%
CCN(CC)C(=O)CSc1nc2sc(C)c(C)c2c(=O)[nH]1 | 2.4% | 3% | 21% | 3% | -3% | 12% | -2% | i | -2% | 2.8% | -2%
Cc1nc2scc(-c3ccccc3)c2c(=O)o1 | 0.0% | -2% | -2% | 0% | 0% | -11% | 1% | nt | -3% | -0.5% | 0%
